Compound activity: PubChem BioAssay, The Scripps Research Institute Molecular Screening Center
PAFAH1B2 inh = PAFAH1B2 (human) inhibition | P68402 | recombinant PAFAH1B2, FP-rhodamine activity probe, fluorescence polarization | inhibition, % at 3.39 µM | 340,000 compounds, 1.2% hits | AID 492953;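 active = inhibition above the mean of all tested compounds plus 3 SD, cut at about 24% in these data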;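 also: 0% = enzyme with DMSO and 100% = wells lacking PAFAH1B2; many of its hits are not listed in these tables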
PAD4 inh = blocks human protein arginine deiminase 4; 330,000 compounds, 0.41% hits; inhibition, % at 6.36 µM; Q9UM07; recombinant PAD4, RCA probe fluorescence polarization;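 active = percent inhibition above a cutoff equal to the mean of all tested compounds plus 3 SD, cut at about 15% in these data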;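 also: 0% = PAD4 with RCA probe and DMSO and 100% = probe without PAD4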
Target sequence (Q9UM07 whole entry, looked up): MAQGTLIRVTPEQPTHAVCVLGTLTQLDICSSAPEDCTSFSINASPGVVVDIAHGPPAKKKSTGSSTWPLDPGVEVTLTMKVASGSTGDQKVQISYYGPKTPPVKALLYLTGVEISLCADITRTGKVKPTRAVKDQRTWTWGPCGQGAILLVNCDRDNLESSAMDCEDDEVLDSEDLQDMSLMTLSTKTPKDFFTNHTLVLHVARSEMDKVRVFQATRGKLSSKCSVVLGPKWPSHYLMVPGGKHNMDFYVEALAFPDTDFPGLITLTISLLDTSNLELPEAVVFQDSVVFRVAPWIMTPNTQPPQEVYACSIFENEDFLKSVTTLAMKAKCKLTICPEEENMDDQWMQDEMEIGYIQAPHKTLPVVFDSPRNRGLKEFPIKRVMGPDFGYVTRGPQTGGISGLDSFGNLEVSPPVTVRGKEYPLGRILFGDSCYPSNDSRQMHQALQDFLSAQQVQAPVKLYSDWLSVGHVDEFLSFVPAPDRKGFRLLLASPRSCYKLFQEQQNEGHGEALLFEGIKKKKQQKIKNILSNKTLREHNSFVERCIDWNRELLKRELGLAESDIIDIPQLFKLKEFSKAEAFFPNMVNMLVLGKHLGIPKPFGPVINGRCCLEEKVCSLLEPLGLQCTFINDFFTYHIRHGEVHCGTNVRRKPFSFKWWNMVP
pPAFAH FP inh = pPAFAH (human) enzyme inhibition; Q13093; recombinant pPAFAH, FP-rhodamine probe fluorescence polarization; inhibition, % at 3.39 µM; 330,000 compounds, 1.5% hits; AID 463082;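 active = inhibition above the mean inhibition across the screen plus 3 SD, cut at about 25% in these data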;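 also: inhibitors block binding of the rhodamine activity-based probe so polarization drops; 0% = enzyme with DMSO and 100% = wells lacking pPAFAH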
PAFAH1B3 inh = blocks human PAF acetylhydrolase 1B catalytic subunit 3; Q15102; recombinant PAFAH1B3, FP-rhodamine probe, fluorescence polarization; inhibition, % at 3.39 µM; 340,000 compounds, 0.28% hits; AID 492972;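 active = inhibition above the screen-wide average of all tested compounds plus 3 SD, cut at about 25% in these data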;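 also: 0% = enzyme with DMSO only and 100% = wells lacking PAFAH1B3 protein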
GSTO1 inh = GSTO1 inhibition, counter-screen for RBBP9 inhibitors; inhibition, % at 5.96 µM; P78417; recombinant GSTO1, activity-based probe fluorescence polarization; 300,000 compounds, 1.1% hits;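 active = inhibition above the campaign mean inhibition plus 3 SD, cut at about 35% in these data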;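 also: 0% = GSTO1-1 with DMSO and 100% = wells lacking GSTO1-1 enzyme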
Target sequence (P78417 whole entry, looked up): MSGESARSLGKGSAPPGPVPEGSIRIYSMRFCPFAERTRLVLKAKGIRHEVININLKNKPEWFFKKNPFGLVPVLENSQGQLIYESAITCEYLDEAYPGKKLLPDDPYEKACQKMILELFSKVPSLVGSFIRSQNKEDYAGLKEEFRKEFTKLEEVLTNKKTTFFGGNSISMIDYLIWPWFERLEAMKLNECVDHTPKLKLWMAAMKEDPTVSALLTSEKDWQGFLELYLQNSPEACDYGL
Fam108B counter = counter-screen for RBBP9 inhibitors: inhibitors of mouse Fam108B | recombinant Fam108B, FP-Rh probe fluorescence polarization | AID 1947 | inhibition, % at 9.51 µM | 300,000 compounds, 0.33% hits;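 active = inhibition above the screen mean inhibition plus 3 SD, computed separately per campaign, cut at about 18% in these data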;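 also: inhibitors lower polarization as less probe binds the enzyme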
PME-1 inh = blocks human protein phosphatase methylesterase 1. Q9Y570. 320,000 compounds, 0.53% hits. inhibition, % at 5.9 µM. recombinant PME-1, FP-Rh probe fluorescence polarization;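 active = inhibition above the campaign mean of all compounds plus 3 SD, cut at about 26% in these data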;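 also: competitive labeling of PME-1 active site by serine hydrolase directed probe; 0% = PME-1 with DMSO and 100% = wells lacking PME-1 enzyme; inhibitors block probe labeling so polarization falls and inhibition rises; many of its hits are not listed in these tables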
PAFAH2 FP inh = PAFAH2 (human) inhibition; Q99487; recombinant PAFAH2, FP-rhodamine activity probe, fluorescence polarization; inhibition, % at 3.39 µM; 340,000 compounds, 0.99% hits; AID 492956;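 active = inhibition above the mean over all tested compounds plus 3 SD, cut at about 30% in these data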;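 also: inhibitors block probe labeling of enzyme so polarization drops; 0% = enzyme with DMSO and 100% = wells lacking PAFAH2 protein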
LYPLA1 inh = blocks human lysophospholipase 1, a PME1 counter-screen | O75608 | recombinant LYPLA1, FP-Rh probe fluorescence polarization | inhibition, % at 5.9 µM | 320,000 compounds, 0.16% hits | AID 2174;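 active = inhibition above the mean of all tested compounds plus 3 SD, set per campaign, cut at about 14% in these data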;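 also: inhibitors block serine hydrolase probe labeling of LYPLA1 so polarization falls; 0% = enzyme with DMSO and 100% = wells lacking LYPLA1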
An asterisk follows results filed as active; x = no result given.

SMILES	PAFAH1B2 inh	PAD4 inh	pPAFAH FP inh	PAFAH1B3 inh	GSTO1 inh	Fam108B counter	PME-1 inh	PAFAH2 FP inh	LYPLA1 inh
O=C(COC(=O)C12CC3CC(CC(C3)C1)C2)N1CCN(S(=O)(=O)c2ccccc2)CC1	3	-6	4	-4	3	1	-2	-6	1
CCc1nc2sc3c(O)cc(=O)[nH]c3c2cc1C	16	0	0	-1	-7	6	1	-8	-2
O=C(COC(=O)CNC(=O)c1ccccc1)Nc1nc(-c2ccccc2)cs1	4	1	4	-1	0	1	4	1	-3
COc1cccc(OCC(O)CN(CCO)Cc2ccccc2)c1 (stereo not drawn)	-4	-8	1	4	10	1	-2	-10	3
COc1ccc2c(c1)CC/C(=C\c1ccc(OC)c(Cn3cccn3)c1)C2=O	4	-6	7	-3	-39	-7	-6	2	-9
CN(C)c1ccc([N+](=O)[O-])cc1C(=O)NCC(c1ccco1)N(C)C (stereo not drawn)	5	-3	0	8	-2	1	1	8	1
CC(C)(C)c1csc(NC(=O)C2=COCCO2)n1	0	-2	7	3	-9	1	0	0	2
O=C(COC(=O)C1CCCCC1)Nc1cccc(F)c1	-1	-1	10	4	x	x	x	89*	x
N/C(=N\OC(=O)c1cccs1)c1ccccc1	2	-2	5	7	0	0	2	21	0
COc1ccc(-c2nn(-c3ccccc3)cc2C(=O)N(C)CC(=O)Nc2ccc(N3CCOCC3)cc2)cc1	2	-2	0	0	3	0	-1	-2	-1
Cc1cccc(C(=O)OCC(=O)N2CC(=O)Nc3ccccc32)c1C	4	-1	-5	0	x	x	x	5	x
C/C(=N\NC(=O)c1cccc(Cl)c1)c1cccc(NC(=O)C(C)C)c1	5	0	-4	-6	10	0	-4	4	0
CC1(C)CCCC2=C1CC1C(=O)N(N)C(=O)C1C2 (stereo not drawn)	5	5	5	8	-2	3	0	0	0
CC(C)C(=O)Nc1ccc(S(=O)(=O)N2CCC(c3nc4ccccc4[nH]3)CC2)cc1	2	-3	-1	3	0	-1	-1	-10	2
Cc1nnc(NC(=O)CCS(=O)(=O)c2ccccc2)s1	2	0	4	2	0	-1	-1	-9	1
Cc1ccc(N(C(=O)NC2CCCCC2)C2=NCCCCC2)cc1	1	-3	-1	0	3	5	1	1	-1
Cc1cc(NC2CCCC2)n2nc(C)c(-c3ccccc3)c2n1	6	-5	2	9	-4	4	1	4	0
O=C(Nc1ccc(F)cc1)c1nc[nH]c1C(=O)O	6	0	2	3	0	-2	-2	-3	2
CCN(CC)C(=O)[C@H]1C[C@H](CC(=O)NCCc2ccccn2)C(=O)N2CCc3c([nH]c4cc(-c5ccco5)ccc34)[C@]12C	2	2	8	5	x	x	x	2	x
CC(C)Cn1c(N)c(C(=O)COC(=O)C2CCCN2C(=O)c2cccs2)c(=O)n(C)c1=O (stereo not drawn)	4	-3	-6	5	x	x	-4	-10	0
Cc1c(NS(=O)(=O)c2cc(C(=O)NCc3cccnc3)ccc2Cl)c(=O)n(-c2ccccc2)n1C	-2	6	6	9	x	x	x	-2	x
CCN1C(=O)CC(C(=O)OC)=C1C	10	0	-3	11	5	5	1	8	1
COc1ccc(NC(=O)NNS(=O)(=O)c2ccc(OC)c(OC)c2)c(OC)c1	0	-6	1	-6	-1	3	-4	7	-1
COc1ccc2c(c1)c(CC(=O)Nc1nnc(C3CC3)s1)c(C)n2C(=O)c1ccc(Cl)cc1	-4	-3	15	-11	9	-12	-12	-7	-8
COc1ccccc1C(=O)NCC(=O)N=Nc1c(O)n(C(C)C)c2ccccc12	0	2	-2	5	5	1	5	-7	20*
CCNC(=S)Nc1cc(-c2ccc(Cl)cc2)[nH]n1	-2	0	-2	2	-2	-2	0	2	-6
CC(C)(C)OC(=O)NCCc1nnc(SCC(=O)Nc2cccc(Cl)c2)o1	1	-2	6	-1	3	-3	-11	5	-1
O=C(c1ccc(Br)cc1)c1cc(-c2ccccn2)c(N2CCOCC2)s1	9	2	21	5	6	0	-3	4	-2
CCOC(=O)C1=C(c2ccccc2)O/C(=C(\C(=O)OC)C(F)(F)F)S1	0	2	0	1	-8	-2	-7	-4	2
Cn1c(SCC(=O)N2CCc3ccccc3C2)nnc1-c1ccncc1	-1	0	9	4	-5	-2	-6	0	0
COc1ccccc1NC(=O)NCCCCc1ccccc1	1	-4	7	1	0	1	4	3	-1
Cc1ccc(S(=O)(=O)N(Cc2ccc(Cl)cc2)c2ccccc2C(=O)NCc2ccco2)cc1	2	2	4	2	0	2	-5	-4	-8
CCOC(=O)c1c(N)sc2c1CCC1C(=O)N(C3CCCCC3)C(=O)C21 (stereo not drawn)	4	-18	34*	2	-2	0	6	11	0
CCCCNc1nnc(SCC(=O)c2c[nH]c3ccccc23)s1	-1	-3	-3	-8	-1	3	-8	-12	-7
O=C1CN(C(=O)COC(=O)c2ccc(Cl)c(S(=O)(=O)N3CCCCC3)c2)c2ccccc2N1	5	-2	-2	3	x	x	x	1	x
CCOC(=O)c1c2ccccc2[n+]([O-])n1CCO	-3	8	1	1	1	6	-7	1	-3
O=C(NCCOc1ccccc1)c1cc(C(=O)NCCOc2ccccc2)cc([N+](=O)[O-])c1	4	-1	12	13	-9	4	3	-2	-4
O=C(NCCCN1CCCC1=O)c1cc2ccccc2o1	-1	-1	1	10	x	x	-3	8	4
COc1ccc(NC(=O)COC(=O)C23CC4CC(CC(O)(C4)C2)C3)cc1Cl	8	-3	-4	12	x	x	x	20	x
COc1ccc(S(=O)(=O)n2cnc3cc(C)c(C)cc32)cc1C	2	0	2	15	7	-1	-8	1	0
COc1ccc(-c2cc(=O)[nH]c(N3CCN(Cc4ccccc4)CC3)n2)cc1	-1	0	0	2	-4	0	4	0	1
O=C(Nc1ccccc1N1CCOCC1)c1cc(-c2ccncc2)nc2ccccc12	1	0	3	1	11	-3	0	-5	-2
COCCn1c(Cc2ccccc2)nnc1SCC(=O)N1CCOCC1	0	-3	1	7	8	-2	4	0	-5
Cc1cccc2nc(COc3ccc4ccccc4c3Br)cn12	3	-5	0	0	-1	3	-5	-3	-9
CC(=O)c1ccc(S(=O)(=O)N2CCC(NC(=O)Nc3cccc(F)c3)CC2)cc1	3	-1	2	9	1	0	-3	7	-3
CC(=O)c1ccc(NC(=O)CSc2nnc(C3CC3)n2C)cc1	-1	3	4	-2	-1	5	-1	2	-4
CC1CCN(CC(=O)NCc2ccco2)CC1	3	2	3	1	1	1	0	7	-1
CCC(C)[C@H](NC(=O)Nc1ccc(S(N)(=O)=O)cc1)C(=O)OC (stereo partly drawn)	3	-2	-1	10	3	-1	1	-3	0
O=C(N/N=C1/C(=O)c2cccc3cccc1c23)c1ccc(Cl)cc1	7	2	11	12	30	10	7	56*	6
C=CCn1c(-c2ccccc2)nc(=S)c2c1CC(C)(C)OC2	6	-2	-1	7	4	-3	-9	1	1
Cc1cc(NC(=O)c2coc(=O)c(Br)c2)ccc1C(C)C	x	3	6	x	8	3	0	x	0
CC1CC1C(=O)Nc1nc2ccc(Cl)cc2s1 (stereo not drawn)	3	-2	13	11	3	0	1	4	-3
COc1ccccc1NC(=O)Cc1noc(CSc2nnc(C)n2C)n1	4	-7	-4	-2	2	4	-1	8	1
C#CCOCCOCCOCCNc1nc(N2CCN(C(=O)[C@H](Cc3ccc(O)cc3)n3cc(C(N)CC(C)C)nn3)CC2)nc(N2CCN(C(=O)[C@H](CCC(=O)O)n3cc(C(N)[C@H](C)CC)nn3)CC2)n1 (stereo partly drawn)	-2	1	-2	9	0	-1	-1	3	-2
COc1ccc(CC(=O)OCC(=O)Nc2ccc(C(=O)Nc3ccc(OC)cc3)cc2)cc1	-1	-5	3	-6	-2	-6	-16	-11	-14
CC(=O)c1c(N2CCN(c3cccc(Cl)c3)CC2)nc(=S)n(-c2ccccc2)c1C	-1	1	4	-11	8	0	-3	8	2
COc1ccc(-c2ccnc3nc(Sc4ncc(C(F)(F)F)cc4Cl)nn23)cc1	-2	-1	-14	-11	4	2	-6	-6	-7
C[C@]12c3[nH]c4ccccc4c3CCN1C(=O)C(CC(=O)NCc1cccc(C(F)(F)F)c1)C[C@@H]2C(=O)N1CCCCC1 (stereo partly drawn)	-2	-6	10	7	x	x	x	-1	x
COc1ccc(N2CCN(C(=O)CN=C3NS(=O)(=O)C(c4ccc(C)cc4)=C3C)CC2)cc1	3	-2	6	5	-4	-5	-7	0	-5
O=C(CCn1c(=S)[nH]c2cc3c(cc2c1=O)OCO3)NCc1cccc(Cl)c1	-9	-1	4	-16	-2	-17	-1	-17	-1
New compounds follow.
SMILES	PAFAH1B2 inh	PAD4 inh	pPAFAH FP inh	PAFAH1B3 inh	GSTO1 inh	Fam108B counter	PME-1 inh	PAFAH2 FP inh	LYPLA1 inh
O=C(CCC(=O)N1CCCC(Nc2ccccc2)C1)c1ccc(F)cc1 (stereo not drawn)	4	-8	4	11	-1	6	3	1	1
O=C(CSc1nnc(-c2ccc(OC(F)F)cc2)o1)NCc1cccs1	4	-5	6	-1	6	-1	-1	5	4
CCCCn1c(N)c(N(CCOC)C(=O)CN2c3ccccc3CC2C)c(=O)[nH]c1=O (stereo not drawn)	-7	-4	5	-5	-3	-2	4	1	-7
Cc1cccc(CN2CCc3c([nH]c4ccccc34)C2CC(C)C)n1 (stereo not drawn)	4	-2	-2	-1	-5	4	3	1	-1
O=C(NNC(=O)c1c(F)cccc1F)c1sccc1-n1cccc1	5	1	3	3	5	-2	4	3	4
CCNC(=O)COc1ccc(Br)cc1Cl	-5	3	3	-4	1	-4	3	4	-3
O=C(COc1ccc(Cl)cc1Cl)Nc1ccc(CN2CCOCC2)cc1	5	0	1	8	4	-2	2	3	-2
CC(=O)c1cccc(NC(=O)N2C3CCCC2CC(NC(=O)C2CC2)C3)c1 (stereo not drawn)	3	-2	1	6	-2	2	-1	1	3
CCNC(=O)C(=O)NCCc1ccc(Cl)cc1	25*	1	5	4	1	-2	5	-3	-2
CC1=C(CCN2CCN(C(C)C)C(CCO)C2)C(C)(C)CCC1 (stereo not drawn)	-2	-3	6	5	6	-5	-6	1	-3
O=C(CSc1nnc(-c2cccs2)o1)NCC1CN(Cc2ccccc2)CCO1 (stereo not drawn)	2	-3	3	-7	6	2	6	-4	1
Cc1cc(NC(=O)CCCC(=O)NCc2ccccc2)no1	8	2	5	2	-3	1	0	-1	-2
Cc1cc(C)n(-c2nnc(NCc3ccc(Cl)cc3)nn2)n1	8	-4	5	1	-4	1	3	8	3
O=C(CCC(=O)NCCO)NCCO	4	6	-1	9	6	0	1	-9	2
NC(=O)c1ccsc1NC(=O)CSc1nnc(Nc2ccccc2)s1	9	-9	13	6	10	0	-1	-4	-11
CCN(CC)S(=O)(=O)c1ccc(NC(=O)COC(=O)c2c[nH]c(=O)[nH]c2=O)cc1	-4	-1	4	7	3	1	3	-5	-1
CCOC(=O)c1c(NC(=O)COC(=O)c2cccnc2OCC)sc(C(=O)N(CC)CC)c1C	-2	3	6	3	x	x	x	3	x
N#Cc1c(-c2cccnc2)cc(-c2ccccc2)nc1N	x	0	2	x	-11	1	-4	x	-1
Oc1c(C=Nc2ccccc2)sc(=S)n1Cc1ccccc1	4	-16	0	11	-8	-1	-12	-10	-16
Fc1ccccc1C1c2cccn2CCN1C(=S)Nc1ccc(Br)cc1 (stereo not drawn)	-3	-5	3	4	6	-6	-7	-5	-7

This is a subset. The share of hits here may be higher or lower than overall.
